Assay outcomes: PubChem, several laboratories
NCOA3 inh: inhibits human SRC3 coactivator. HEK293 GAL4-SRC3 luciferase reporter, luminescence. actives 0.17% (n = 360,000). inhibition, % at 3.6 µM;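 active = inhibition above a per-campaign cutoff, the mean of all compounds plus 3 SD, cut at about 60% in these data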;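 also: 0% = DMSO-treated cells and 100% = gossypol-treated cells at 36 µM; higher means less SRC3-driven luciferase light from the GAL4 reporter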
NOD2 RIPK2 PPI: inhibitors of human NOD2-RIPK2 interaction; O43353; CHO BLA complementation NOD2-RIPK2, CCF4 ratio; inhibition, % at 4.98 µM; actives 0.38% (n = 360,000); AID 624267; in the data active = inhibition above about 21%;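 also: 0% = vehicle only and 100% = reference blocker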
LRH-1 inv ag: NR5A2 inverse agonism in reporter assay; actives 0.13% (n = 360,000); HEK293T StAR-luciferase reporter, LRH-1 transfected, 24 h; AID 602396; O00482; inhibition, % at 3.6 µM;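 active = inhibition above the mean inhibition of all tested compounds plus 3 SD, cut at about 73% in these data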;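 also: 0% = DMSO wells and 100% = reporter-only cells lacking LRH-1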
TRAIL sens C8: sensitizes caspase-8 expressing cells to TRAIL; actives 1% (n = 360,000); NB7+C8 cells + TRAIL, ATPlite viability luminescence; inhibition (viability loss, TRAIL sensitization), % at 10 µM;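 active = compounds causing at least 50% loss of cell viability in the single-dose screen, relative to plate controls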
NCOA2 inhibitor: inhibits human steroid receptor coactivator 2; inhibition, % at 9 µM; actives 0.17% (n = 370,000); AID 651957; HEK293 GAL4-SRC2 luciferase reporter, luminescence; Q15596;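 active = inhibition above the mean inhibition of all tested compounds plus 3 SD, set per campaign, cut at about 52% in these data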;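 also: 0% = DMSO treated cells and 100% = cells given Gossypol at 36 µM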
COUP-TFII inh: inhibitors of human COUP-TFII (NR2F2) | HEK293T NGFI-A luciferase reporter, luminescence | actives 0.7% (n = 370,000) | P24468 | AID 686940 | inhibition, % at 8.6 µM;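 active = inhibition above a per-plate cutoff, mean inhibition of test wells between control levels plus 3 SD, cut at about 38% in these data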;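 also: cells cotransfected with COUP-TFII expression vector driving the NGFI-A reporter; 0% = median of COUP-TF2 test wells and 100% = reporter-only cells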
Vif imaging: blocks HIV Vif function; HEK293T cells, Vif self-association by quenched fluorescence, imaging, 24 h; inhibition, % at 7.49 µM; actives 0.35% (n = 340,000); AID 602346; in the data active = inhibition above about 50%, passing the limit was not always enough; inconclusive = no clear call, values can overlap the other calls; inactive = below about 31%; also: some results filed as inactive read as strong as hits
NCOA1 inh: inhibitors of human steroid receptor coactivator 1 (SRC1) | Q15788 | HEK293 GAL4-SRC1 luciferase reporter, luminescence | inhibition, % at 3.6 µM | actives 0.12% (n = 360,000) | AID 588354;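 active = inhibition above the campaign mean plus 3 SD, with each screening campaign given its own cutoff, cut at about 60% in these data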;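 also: 0% = DMSO treated cells and 100% = gossypol at 36 µM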
TLR9-MyD88 inh: inhibitors of human TLR9-MyD88 binding; AID 504734; CHO BLA complementation TLR9-MyD88, CCF4 FRET ratio; inhibition, % at 4.98 µM; actives 0.21% (n = 340,000);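 active = inhibition above the mean over all tested compounds plus 3 SD, cut at about 21% in these data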;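 also: 0% = DMSO only wells and 100% = clavulanate BLA inhibitor control wells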
EBV LMP1 NFkB: inhibitors of Epstein-Barr LMP1-induced NF-kappaB reporter. LMP1-induced NF-kappaB luciferase reporter cells, luminescence. inhibition, % at 12.5 µM. actives 0.69% (n = 350,000). AID 504558; in the data active = inhibition above about 41%; inconclusive = no clear call, values can overlap the other calls;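 also: 0% = neutral control wells and 100% = reference inhibitor control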
TROY NFkB inh: blocks TROY-dependent signaling in reporter cells | Q293 LMP1-TROYcd NF-kB luciferase reporter, 4 h | inhibition, % at 10 µM | actives 0.98% (n = 360,000) | AID 1347056;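 active = compounds whose plate-normalised and pattern-corrected inhibition of the luciferase reporter signal at the single screening dose is 50% or more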
An asterisk follows results filed as active; ? = inconclusive; nt = no result given. Only part of the results is shown; the hit share may differ from the screen's.

SMILES	NCOA3 inh	NOD2 RIPK2 PPI	LRH-1 inv ag	TRAIL sens C8	NCOA2 inhibitor	COUP-TFII inh	Vif imaging	NCOA1 inh	TLR9-MyD88 inh	EBV LMP1 NFkB	TROY NFkB inh
Cc1cc(Nc2ccc(Cl)cc2)nc(NCc2ccccc2)n1	22.8	10.7	19.6	17.3	-5.6	20.5	2.3	3.2	-6.3	6.6	44.4
O=c1/c(=C/c2ccco2)sc2nc(-c3ccccc3Br)nn12	15.5	-7.9	5.9	-1.0	10.3	4.3	0.9	0.9	0.2	1.3	-6.2
Cc1ccc(S(=O)(=O)N2CCN(C(=O)COC(=O)/C=C/c3ccccc3[N+](=O)[O-])CC2)c(C)c1	15.9	1.6	-9.7	-1.2	10.6	-3.3	-3.1	-8.3	-6.8	1.4	15.9
CCOC(=O)CC1ON(C)C(=O)N1c1ccc([N+](=O)[O-])cc1 (centres undefined)	13.4	4.8	-3.5	10.1	-3.0	18.3	-3.3	-12.7	1.4	-10.1	-1.4
Cn1c(N)c(C#N)c(C#N)c1-c1ccccc1	-14.0	0.1	10.6	3.4	20.6	-0.2	-8.3	15.3	-8.6	4.0	9.1
Cc1cc(C)n2nc(-c3ccco3)nc2n1	-8.2	-2.0	-11.6	21.4	5.2	-3.5	8.5	6.7	1.9	6.2	11.9
COc1ccc(C/C(N)=N/OC(=O)c2ccc(Cl)cc2)cc1	7.5	-2.5	-0.9	2.7	-23.4	-4.6	0.7	-14.0	5.4	-8.9	-64.9
CCCCn1c(SCC(=O)NC(=O)Cc2ccccc2)nc2ccccc2c1=O	-8.0	-13.0	9.7	-16.2	-14.7	-4.5	2.7	-12.5	2.4	2.8	-1.4
FC(F)Oc1ccc(NC(=S)Nc2ccc3cn[nH]c3c2)cc1	-3.0	-2.8	3.9	-10.1	-2.8	7.5	1.2	12.2	4.8	-1.4	18.4
CCN1CCN(c2nc3c(c(=O)[nH]c(=O)n3C)n2CCCc2ccccc2)CC1	0.0	-0.9	-2.4	-1.9	-5.8	15.8	-15.4	3.5	-2.9	3.7	12.2
O=C(N/N=C/c1cccs1)c1c[nH]c2ccccc12	-30.3	-1.9	-75.5	8.1	-28.9	-13.6	-7.5	-40.6	-6.7	-8.2	-80.0
Cc1cc(C)c2c(=O)n3c(nc2c1)C(CC(C)C)NC(=O)c1cccnc1-3 (centres undefined)	-15.5	3.0	-0.9	-6.6	-6.2	-4.5	-16.2	-0.5	-2.8	0.6	0.1
CC1CC(=O)c2ccccc2C1C (centres undefined)	5.3	2.4	1.3	7.7	-2.2	-3.5	-1.9	-1.9	-5.8	1.1	6.7
CCCC(=O)OCC(=O)Nc1cc(Cl)ccc1[N+](=O)[O-]	10.5	8.3	24.3	-4.4	10.4	6.9	2.8	3.4	2.5	-8.3	-4.9
C=CCn1c(=O)c2ccccc2n2c(SCC(=O)Nc3sc(C)c(CC)c3C(=O)OCC)nnc12	12.0	-1.6	12.4	-7.7	2.8	3.1	-13.9	-3.0	-6.4	1.4	17.7
CCN(C(=O)Cn1cnc2c1c(=O)n(C)c(=O)n2C)C1CCCCC1	-19.1	-4.3	3.8	6.0	7.9	1.4	1.4	3.7	-0.1	-5.4	12.7
CC(=O)N/C(=C\c1ccccc1)C(=O)OCc1ccc(C)cc1	-30.4	2.5	1.6	-5.7	13.4	-2.6	0.5	1.2	3.8	0.1	-11.2
COC(=O)CCN1CCC2CC1c1cc(N3CCCCC3)ccc12 (centres undefined)	-13.2	-14.9	3.1	-10.5	-7.0	-4.0	-0.2	-44.0	-2.6	3.7	-4.0
CCOC(=O)c1[nH]c(C)c(C(=O)/C=C/c2ccc(C(=O)O)cc2)c1C	-34.8	0.7	7.0	2.2	-13.1	0.5	3.3	-44.0	1.2	2.1	-1.3
Cc1ccc(S(=O)(=O)NCCc2nc3ccccc3[nH]2)cc1	5.5	-7.1	5.0	-9.2	5.2	-10.3	16.4	1.6	2.6	-10.8	-13.2
CCNC(=O)c1cc(Cl)ccc1OC	15.8	-1.9	6.1	-6.6	0.6	3.9	7.3	4.3	-4.2	-13.1	-1.3
Cc1nc(SCC(=O)Nc2cc(C)on2)c2c(=O)n(C)c(=O)n(C)c2n1	-3.9	-0.7	22.7	-13.2	0.4	-4.2	19.8	-14.3	-5.7	-0.2	-1.8
COc1cccc(N2CCN(c3ncnc4c3cnn4-c3ccc(C)cc3C)CC2)c1	78.7*	0.0	64.5	92.8*	69.3*	97.0*	14.9	44.1	-6.9	39.8	80.4*
CSc1ccc(/C=C(/NC(=O)c2ccco2)C(=O)NCc2ccco2)cc1	9.1	-4.9	-5.2	-3.4	2.7	-5.0	2.7	-12.2	-17.8	-8.8	9.1
COc1ccc2cc(C(=O)N(C)CC(=O)Nc3ccccc3Br)ccc2c1	-37.3	-2.8	-74.5	-5.0	-17.4	-20.7	-1.7	-45.6	2.0	-11.5	-51.6
COc1ccc(C2=NN(C(=O)c3ccccc3)C(c3ccccc3)C2)c(O)c1 (centres undefined)	14.0	0.8	2.1	3.2	-10.7	-5.2	-12.7	14.1	-0.3	1.6	3.0
CN(/C(=N/S(=O)(=O)c1cccs1)c1ccccc1)c1ccccc1	20.2	4.2	11.1	1.4	-18.6	-12.6	9.6	-4.0	-11.1	4.1	-10.4
CC(=O)N1c2ccc(S(=O)(=O)N3CCCC(C(=O)N4CCC(C)CC4)C3)cc2CC1C (centres undefined)	3.5	-11.2	31.2	36.8	24.5	15.7	-11.8	10.1	5.6	12.1	0.8
COc1ccc(-c2nc(CN3CCC(C(=O)N4CCOCC4)CC3)c(C)o2)cc1OC	-12.3	-0.5	-0.8	-21.4	-23.3	-2.3	7.7	8.9	5.1	1.2	-1.2
O=C(O)c1ccccc1C(=O)N(Cc1ccccc1)Cc1ccccc1	-19.5	1.1	9.9	-9.1	-5.2	21.3	-4.8	-0.3	-6.5	-8.3	-2.9
Cc1c(C)[n+](=O)c(C)c(C)n1[O-]	-5.6	1.6	2.4	-12.4	12.9	2.1	4.3	-14.5	4.9	1.6	-13.0
N#C/C(=C\c1ccc[nH]1)C(=O)Nc1ccccc1[N+](=O)[O-]	-46.0	3.3	-21.6	-8.8	-55.8	-27.0	-7.0	-81.0	-4.5	-14.3	-67.6
Oc1c(CN2CCN(c3ccc(F)cc3)CC2)cc(Cl)c2cccnc12	32.6	2.7	-16.4	7.1	26.7	26.0	-2.5	15.8	13.0	6.3	-6.0
O=C(NCc1ccc2c(c1)OCO2)c1cc(S(=O)(=O)N2CCCCC2)ccc1F	12.2	10.3	6.1	-3.3	-10.5	9.5	-4.8	6.9	-13.4	2.4	7.4
COc1ccc(N2CCN(C(=O)CCc3ccc(S(=O)(=O)NCC(C)C)cc3)CC2)cc1	-0.3	-1.1	16.9	11.6	-7.2	13.8	-15.5	10.0	-1.0	5.9	-14.3
O=C(COC(=O)c1cnccn1)Nc1ccc(Cl)cn1	4.6	-8.9	-0.4	4.1	11.7	2.4	-1.0	-5.6	1.9	-8.9	-13.1
Cc1ccc(NC(=O)C2CC2c2ccccc2)cc1 (centres undefined)	-34.4	-1.1	-34.4	6.9	-9.4	-4.6	-4.5	-21.6	-3.2	4.6	-29.2
COc1ccccc1NC(=O)c1ccccc1SCC(=O)N1CCCC1	17.8	-0.8	7.0	18.6	16.3	-10.8	?	0.1	-0.2	5.6	0.2
c1ccc(-c2onc(-c3ccco3)c2-c2ccc3[nH]ccc3c2)cc1	-1.9	-2.4	-33.9	11.8	-1.0	-2.3	-12.6	-1.6	2.0	-15.7	-3.4
COc1nc(OC)nc(N2CCC(C(=O)NCc3cccs3)CC2)n1	9.0	-4.8	-4.6	-3.6	7.8	6.8	7.0	7.4	-1.2	5.4	-6.4

Copied from the list:
Value of CSc1ccc(/C=C(/NC(=O)c2ccco2)C(=O)NCc2ccco2)cc1 in LRH-1 inv ag: -5.2
Value of CN(/C(=N/S(=O)(=O)c1cccs1)c1ccccc1)c1ccccc1 in NCOA3 inh: 20.2

(cont.)
SMILES	NCOA3 inh	NOD2 RIPK2 PPI	LRH-1 inv ag	TRAIL sens C8	NCOA2 inhibitor	COUP-TFII inh	Vif imaging	NCOA1 inh	TLR9-MyD88 inh	EBV LMP1 NFkB	TROY NFkB inh
CCN(C(=O)COC(=O)/C=C/c1ccccc1)C1CCCCC1	10.1	3.0	11.3	0.0	-5.1	-16.3	-2.3	-11.1	4.8	8.5	-5.1
CCOc1ccc(CCNC(=O)C2CCN(C(=O)N(C)C)CC2)cc1OCC	1.8	0.7	3.4	-7.0	-9.5	13.1	nt	-0.7	-10.4	2.7	3.5
O=C1c2cc(N3CCCC3)c([N+](=O)[O-])cc2C(=O)N1c1ccccc1	19.6	-0.9	4.5	-10.7	-42.5	-2.3	-3.6	11.1	-2.6	-3.9	10.3
Cc1ccc(NC(=O)CCC(=O)NNC(=S)Nc2ccc(F)cc2F)cc1C	1.4	-9.7	15.9	-10.9	-3.1	26.1	-3.8	9.7	6.9	-3.6	-23.8
Cc1cccc(C)c1NC(=O)C(=O)NCc1ccccn1	-5.1	-7.8	-18.1	-24.9	15.3	2.4	15.7	-22.8	-4.5	6.0	1.1
O=C(CCC(=O)NC1CC1)Nc1nnc(C2CCCCC2)s1	7.8	-5.0	7.0	-0.3	-24.5	-28.9	-5.3	-34.0	-17.8	6.9	-1.4
COc1ccc(CNS(=O)(=O)c2ccc(-n3cnnn3)c(C)c2)cc1	-0.5	-2.5	-16.5	1.2	-2.5	-2.5	0.2	3.6	-11.0	0.2	-22.6
O=C(NCC1CCCN(Cc2cccc(F)c2)C1)c1cccc2ccccc12 (centres undefined)	12.4	-2.3	8.8	-4.9	-17.7	-11.9	-0.6	10.5	0.8	3.8	2.3
CN(C#N)c1nc(Cl)nc(Nc2cccc(Cl)c2)n1	16.8	-15.7	9.3	-1.3	9.8	24.1	-1.9	4.8	-0.7	-4.2	-12.6
CN1/C(=C/C(=O)COC(=O)C2COc3ccccc3O2)C(C)(C)c2ccccc21 (centres undefined)	-8.3	1.4	8.7	4.5	6.2	21.4	6.6	-3.3	-10.4	2.6	22.3
Cc1nnc(Nc2ccc(Cl)cc2)n(N)c1=O	-12.5	2.8	-7.9	-8.9	-25.1	5.5	4.2	-6.3	-1.6	-8.8	-18.1
Cc1ccc(NC(=O)CCC(=O)c2ccc(Cl)s2)nc1	-0.1	5.5	12.5	-0.4	6.8	-22.6	12.9	-25.2	-5.7	9.0	0.1
COc1ccc(CNC(=O)COC(=O)c2ccc(Br)cc2)cc1	19.1	-12.7	-2.2	-4.4	-7.5	3.5	1.0	8.2	-3.0	-2.9	-13.6
Cc1noc(C)c1COC(=O)C1CCN(S(=O)(=O)c2ccc(F)cc2)CC1	-16.7	10.0	5.5	1.7	-1.6	5.5	-2.0	7.7	4.4	-0.7	-6.1
O=C(CN(Cc1ccccc1)C1=NCCS1)c1ccc(Cl)cc1	5.5	6.3	4.3	3.2	4.4	-0.2	-4.6	-13.9	-9.3	-12.0	-0.6
